# High-throughput results: PubChem BioAssay, National Center for Advancing Translational Sciences (NCATS)
# RGS12 GoLoco inh: inhibitors of human Gai1-RGS12 GoLoco interaction (red fluorophore); AID 880; Potency, µM (highest dose often 61.6 µM), without a hit: top-dose activity, negative = inhibition, hits mostly inhibitors; hit rate 0.44% among 230,000; Gai1:RGS12 GoLoco peptide FP, rhodamine, 10 min; active = well fitted inhibition curve with a large enough effect, not every such curve was filed as active; inactive = no such curve, though single readings can be large or run the other way; note: % is set by controls: 0 for no effect and ±100 for the full control effect; nearly all actives have a fitted effect of over 30% in size; many of its hits are not listed in these tables
# Target sequence (P63096 whole entry, looked up): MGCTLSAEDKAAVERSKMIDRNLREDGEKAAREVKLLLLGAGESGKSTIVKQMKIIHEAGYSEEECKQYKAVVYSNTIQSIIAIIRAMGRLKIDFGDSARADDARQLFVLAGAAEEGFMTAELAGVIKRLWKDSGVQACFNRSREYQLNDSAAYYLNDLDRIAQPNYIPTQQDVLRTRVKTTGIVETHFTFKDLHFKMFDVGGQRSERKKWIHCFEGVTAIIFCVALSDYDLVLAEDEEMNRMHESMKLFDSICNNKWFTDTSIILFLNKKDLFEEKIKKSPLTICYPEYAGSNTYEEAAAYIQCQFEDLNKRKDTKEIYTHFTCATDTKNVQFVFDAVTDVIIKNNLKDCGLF
# IMPase Li cell: membrane-permeable IMPase blocker, potentiated with lithium; CHO-M1 cells, IP1 TR-FRET (IP-One), carbachol + lithium; Potency, µM (top dose mostly 59.4 µM), inactives show at the highest dose activity, negative = IMPase inhibition, hits mostly inhibitors; hit rate 0.35% among 210,000;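 note: IP1 builds up when IMPase is blocked and the TR-FRET signal falls; plate controls were basal vehicle for no effect and high inhibitor control for full effect; nearly all actives have a fitted effect of over 50% in size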
#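 CHO cells stably expressing M1 receptor (2000/well) were cultured 16–30 h, then exposed to compounds with a small lithium addition for 30 min at 37C. IP1 was measured by TR-FRET competition; AC50 from Hill fits.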
# GAA glycogen mod: inhibitors or activators of human alpha-glucosidase glycogen cleavage; P10253; recombinant GAA, glycogen substrate, Amplex Red glucose oxidase fluorescence; Potency, µM (series often up to 76.4 µM), for inactives: at the top dose activity change, negative = inhibition, usual class: inhibitors; hit rate 0.38% among 300,000;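 note: 0% = full enzyme reaction and -100% = no-enzyme basal signal; the screen sought inhibitors and activators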
#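 Recombinant human alpha-glucosidase (4 nM final) hydrolysed bovine liver glycogen (30 ug) for 40 min at 37 C in pH 5.0 citrate/phosphate with 0.01% Tween-20. Released glucose detected by glucose oxidase/Amplex Red, Ex 573/Em 610 nm. Compounds up to 77 uM; AC50 from Hill fits.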
# HttQ103 aggreg: inhibitors of mutant huntingtin aggregate formation in PC12 cells | PC12 HttQ103-GFP aggregates, Acumen cytometry, 40 h | Potency, µM (titrated, usually from 46.1 µM), for the others: at the top dose activity change, negative = inhibition, actives largely listed as inhibitors | hit rate 1.1% among 220,000; note: % is set by controls: 0 for no effect and ±100 for the full control effect; nearly all actives have a fitted effect of over 60% in size
#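 Aggregate formation scored by laser-scanning cytometer (488 excitation, 500–530 emission) in lysed PC12 cells expressing Q103-GFP after 100 nM tebufenozide induction; library tested in dose series, with ATPLite reagent added in the multiplex.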
# HTT cytoprotect: Huntington cell model cytoprotection by ATP luminescence; Potency, µM (highest dose often 56.4 µM), without a hit: cytoprotection (ATP increase), actives largely listed as activators; AID 1471; hit rate 0.14% among 230,000; PC12 HTT-Q103 induced, cytoprotection, ATP luminescence, 40 h;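 note: % of control where 0% means no effect; nearly all actives have a fitted effect of over 45% in size; toxic huntingtin expression switched on by the ecdysone agonist tebufenozide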
#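 Compounds were screened for protection of PC12 cells against cell death after tebufenozide induction (100 nM final) of mutant Huntingtin exon 1 (Q103) fused to GFP.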
# aGlu spleen mod: lysosomal alpha-glucosidase (human) modulation | Potency, µM (titrated, usually from 79.9 µM), for inactives: top-dose activity change, negative = inhibition, usual class: inhibitors | human spleen homogenate, 4-MU-alpha-glucoside fluorescence | hit rate 0.006% among 240,000;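 note: 0% = enzyme with vehicle and -100% = no enzyme basal signal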
#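 Human spleen homogenate (1 ug) incubated with compounds and 1 mM 4-methylumbelliferyl-alpha-D-glucopyranoside in pH 5.0 citrate/phosphate buffer, 37 C, 40 min. Stopped at pH 10; 4-MU fluorescence (Ex 365/Em 440 nm); AC50 by Hill fit.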
# GAA inhib: blocks human lysosomal alpha-glucosidase; P10253; purified human GAA, 4-MU-alpha-glucoside fluorescence; Potency, µM (titrated, usually from 76.9 µM), inactives show at the top dose activity change, negative = inhibition, hits mostly inhibitors; hit rate 0.005% among 200,000;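 note: plate controls were uninhibited enzyme wells for no effect and no-enzyme background for full effect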
#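 Fluorescence at Ex 365/Em 440 nm from 4-methylumbelliferone reported enzyme activity after 20 min at room temperature. Reactions used 4 nM enzyme and 400 uM substrate at pH 5.0; curves fitted with the Hill equation.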
# Active calls of the source: *; ? = inconclusive; nt = no result given; [ ] = another dose, or the depositor's remark. Unless noted, calls come from the whole dose curve; as a rule, active = well fitted curve in the direction sought with a large enough effect; inconclusive = small, poorly fitted or top-dose-only effect, or another doubt; inactive = no such curve, though single readings can be large; an effect the other way counts as inactive or inconclusive. Potency is the fitted concentration of half-maximal effect.
SMILES,RGS12 GoLoco inh,IMPase Li cell,GAA glycogen mod,HttQ103 aggreg,HTT cytoprotect,aGlu spleen mod,GAA inhib
CCOC(=O)Cn1c(CN2CCN(C(c3ccccc3)c3ccccc3)CC2)nc2c1c(=O)n(C)c(=O)n2C,-7%,35%[activator][38.3 µM],4%,-15%,5%[10 µM],-8%,-3%
CCN1C/C(=C/c2sccc2C)c2nc3ccccc3c(C(=O)O)c2C1,-12%,nt,8%,-3%[9.22 µM],-16%[10 µM],-16%,nt
CCOC(=O)C1CCN(C(=O)c2sccc2Cl)CC1,8%,nt,-14%,0%[9.22 µM],3%[10 µM],2%,nt
CC(=O)OCC(=O)[C@H]1CC[C@H]2[C@@H]3CC=C4C[C@@H](O)CC[C@]4(C)[C@H]3CC[C@]12C,-6%,-1%,2%,-1%,nt,8%,-11%[15.4 µM]
Cc1cc(C)nc(SCC(=O)N/N=C\C(Br)=C\c2ccccc2)n1,-7%,21%,2%,7%,-7%[10 µM],-6%,-5%
CNC(=S)N/N=C/c1c(C)nn(-c2cccc(Cl)c2)c1Cl,6%,-1%,-8%,11%,?,-21%,4%
CCO[C@H]1OC(C(=O)N2CCN(C)CC2)=C[C@@H](c2csc3ccccc23)[C@@H]1CCCO,-4%,5%,-2%,6%[9.22 µM],7%[10 µM],5%,nt
COC(=O)C1=C(C)N(Cc2ccccc2)C(=O)N[C@H]1CCc1ccccc1,0%[14.2 µM],-4%,nt,nt,-20%[10 µM],-7%[17.4 µM],nt
CC(C)(CO)NCc1cccs1,-2%,-1%,5%,5%[9.22 µM],-1%[10 µM],3%,10%
CCOc1cc(CNCCCN2CCOCC2)ccc1OCC(=O)NC(C)(C)C,5%,9%,-1%,-3%[9.22 µM],13%[10 µM],-1%,9%
Cc1cc(=O)[nH]c(SCC(=O)N2CCC(C(N)=O)CC2)n1,-10%,15%[38.3 µM],3%,-17%,10%[0.074 µM],0%,-4%
CCOC(=O)c1cc(-c2ccc(N3CCOCC3)cc2)nn1-c1ccc(F)cc1F,3%,1%,-6%,3%,nt,-2%,-3%
COCCNC(=O)C(c1ccc(Cl)cc1)N(C(=O)Cn1nnc2ccccc21)c1cccnc1 (centres undefined),1%,-1%,23%,6%[9.22 µM],15%[10 µM],6%,5%
COc1ccc(Cn2c(=O)[nH]c3cc(C(=O)NCCCN4CCCCC4)ccc3c2=O)cc1,5%,-2%[38.3 µM],1%,3%,-29%,2%,?
CCOC(=O)N1CCN(C(=O)CN(Cc2ccc(Cl)cc2)S(=O)(=O)c2ccc(C)cc2)CC1,2%,22%[38.3 µM],-11%,-7%,1%[10 µM],-2%,-17%
Cc1cc(C(=O)Nc2ccccc2C(=O)O)ccc1NC(=O)COc1cccc([N+](=O)[O-])c1,9%,5%,11%,29%[9.22 µM],11%[10 µM],2%,14%
O=C(c1ccc(F)cc1)N1C2CCC1CC(O)(c1ccc(F)cc1)C2 (centres undefined),6%,-1%[38.3 µM],2%,-1%,-2%,-6%,-6%
CC(C)(C)c1csc(NC(=O)c2cccs2)n1,4%,40%[38.3 µM],-7%,-21%,-25%,-13%,-3%
Fc1ccccc1N1CCN(c2ncnc3[nH]ncc23)CC1,-25%,23%[38.3 µM],3%,?,-21%,4%,3%
C#CCOCCOCCOCCNc1nc(N2CCN(C(=O)[C@H]([C@@H](C)O)n3cc(CCCCN)nn3)CC2)nc(N2CCN(C(=O)[C@H](C)n3cc(CCCN=C(N)N)nn3)CC2)n1,-1%,3%,4%,-16%,nt,2%,0%
Cc1ccc(C(=O)N2CCCC2)c(F)c1F,2%,25%[38.3 µM],9%,2%,7%,-2%,7%
Cc1nc(SCC(=O)c2cc3ccccc3oc2=O)c(C#N)c(C)c1C(=O)Nc1ccccc1,-1%,-23%[38.3 µM],7%,?,17%,-8%,1%
CCC(=O)Nc1cccc(NC(=O)c2ccc3c(c2)OCCO3)c1,1%,18%[38.3 µM],5%,-12%,-82%[inhibitor][10 µM],-5%,4%
OC1(c2ccccc2F)CCN(Cc2nnc(-c3ccccc3)o2)CC1,56%,11%[38.3 µM],-12%,17%,10%,6%,4%
Cc1onc(-c2c(Cl)cccc2Cl)c1C(=O)c1ccccc1,-2%,nt,-1%,-3%[9.22 µM],10%[10 µM],-7%,?
Cc1ccc(NC(=O)CN(C)CC(=O)Nc2ccc(F)c(Cl)c2)cc1,-3%,0%,-2%,-11%,4%[10 µM],0%,5%
CCOc1cccc(CN2CCN(CCc3ccccc3)C(CCO)C2)c1O (centres undefined),1%,16%,?,-12%[9.22 µM],-16%[10 µM],-13%,9%
CCNC(=S)NS(=O)(=O)c1ccc(Cl)cc1,-4%,3%,-7%,2%,2%[10 µM],-1%,-2%
CNC(=S)SCCOc1ccccc1C,-18%,7%,-18%,7%,20%[10 µM],-15%,-3%
CCc1c(C)nc2ncnn2c1Nc1ccc(C)c(C)c1,-6%,3%,-1%,?,16%[10 µM],-8%,4%
Nc1cc(=O)nc(SCC(=O)Nc2ccccc2)n1-c1ccccc1,4%,7%,4%,4%,nt,-2%,-2%
Cc1cc(C)c2c(c1)N[C@H](c1cccs1)[C@@H]1CCO[C@H]21,0%,nt,-1%,-26%[9.22 µM],-15%[10 µM],-2%,-10%[15.4 µM]
CCCCCCOc1ccc(OC(=O)c2ccncc2)cc1,-5%,4%,-6%,-24%,-12%[10 µM],-2%,-2%
Cc1ccc(NC(=O)c2ccc3ccccc3n2)nc1,4%,17%,3%,-9%,-32%[10 µM],11%,-8%
COc1ccc(OCC(=O)NC(CC(=O)O)c2ccc(OC)c(OC)c2)cc1 (centres undefined),2%,-1%,1%,-6%,2%,2%,-2%
CC(=O)NCCn1c(SCc2ccc(C)cc2C)nc2ccccc2c1=O,20%,41%[activator][38.3 µM],-1%,-15%,-8%,3%,0%
CNc1nc(Sc2ccccc2)cc(C(F)(F)F)n1,-1%,32%[activator][38.3 µM],8%,19%,-17%,-12%,2%
Cc1cc(F)ccc1NCc1cc2c(cc1[N+](=O)[O-])OCO2,-2%,40%[activator][38.3 µM],-3%,0%,1%[10 µM],-2%,0%
CSc1nsc(SCC(=O)N2CCc3ccccc32)n1,-17%,34%[activator][38.3 µM],-2%,-23%,-6%,-3%,-7%
COC(=O)C1=C(O)CSC1=Nc1ccccc1,35%[activator],?,7%,6%[9.22 µM],-4%,-1%,-3%
CC(C)(C)C1=CC(=Nc2ccccc2N)C=C(C(C)(C)C)C1=O,0%,-3%,-3%,-6%,-10%[10 µM],-1%,3%
CCN(c1ccccc1)S(=O)(=O)c1ccc(C(=O)Nc2nnc(COC)o2)cc1,nt,nt,0%,?,-45%[inhibitor],1%,-10%
C[C@H]1CC[C@@]2(O[C@H](CCO)C[C@@H](O)[C@@H]2O)O1,5%,-3%,6%,16%[9.22 µM],41%[10 µM],1%,nt
CC(C)Cc1cc(-c2ccco2)c(C#N)c(N)n1,33%[activator],-7%[38.3 µM],8%,5%,-14%,10%,-6%
CN(C(=O)COC(=O)c1ccccc1C(=O)N1CCN(c2ccccc2)CC1)c1ccccc1,7%,22%,2%,-3%,-30%,nt,-10%
CCN(CC)c1ccc(C(=O)N/N=C/c2ccc(N3CCOCC3)cc2)cc1,1%,-9%,0%,18%,-24%,0%,?
COCCn1nnnc1SCC(=O)N1CCCCC1,-5%,-1%,7%,3%,9%[10 µM],-10%,2%
CCOC(=O)c1c(CN2CCCCC2)n(C)c2cc(Br)c(OC)cc12,-4%,9%[38.3 µM],-4%,-16%,-24%,-9%,-3%
Cc1cc(C(=O)CN2CCC(C)CC2)c(C)n1-c1ccc(F)cc1,4%,2%,19%,7%,-16%[10 µM],-4%,-1%
c1ccc2c(c1)CCN(c1ncnc3c1[nH]c1ccccc13)C2,6%,37%[activator][38.3 µM],0%,11µM*,-72%[inhibitor],4%,-1%
COc1ccc(C(=O)/C=C/Nc2cccc(C)n2)cc1OC,11%,1%[38.3 µM],27%,?,-44%[inhibitor],-4%,0%
CCOC(=O)CSc1ncc(OC)c(Sc2ccc(OC)cc2)n1,6%,18%[38.3 µM],-11%,2%,-8%,-6%,?
CCOC(=O)C(NC(=O)Nc1ncccn1)(Oc1ccccc1)C(F)(F)F (centres undefined),nt,nt,-8%,-8%,-46%[inhibitor][10 µM],-5%,-5%
O=C(Cc1nc2ccccc2[nH]1)N/N=C/c1ccccc1,nt,nt,-14%,?,5%[10 µM],5%,4%
CCc1nnc(SCCSc2nnc(CC)n2N)n1N,3%,7%[38.3 µM],9%,-1%,-1%,-6%,1%
O=C(O)CCC(=O)Nc1ccc(/C=C/C(=O)C2CC2)cc1,11%,22%,7%,16%[9.22 µM],13%[10 µM],0%,8%
C[C@H](NC(=O)Nc1ccccc1F)C(=O)O,13%,20%[38.3 µM],2%,-11%,-7%[0.074 µM],2%,-7%[15.4 µM]
Cc1nc2ccccc2c(=O)n1/N=C/c1ccc([N+](=O)[O-])o1,7%,nt,-9%,18%[9.22 µM],-8%[10 µM],-7%,-4%
COc1ccc(CNc2ccc(Br)cc2)cc1,-6%,12%,0%,-4%[9.22 µM],25%[10 µM],1%,?
CCSc1ccccc1C(=O)N1CCN(Cc2ccc3c(c2)OCO3)CC1,0%,18%[38.3 µM],-4%,?,-2%[1.9 µM],-7%,0%
# Remaining list, next part
SMILES,RGS12 GoLoco inh,IMPase Li cell,GAA glycogen mod,HttQ103 aggreg,HTT cytoprotect,aGlu spleen mod,GAA inhib
Cc1nn(-c2ccccc2)c(N2CCCC2)c1/C=N/O,4%,26%[38.3 µM],?,-32%,-22%,1%,-7%
Cc1cc2nc(-c3ccc(SCC(=O)NC(C)C)nc3)[nH]c2cc1C,-100%,3%,-15%,-1%,-113%[inhibitor],2%,12%
N#Cc1c(N)nc2c3c(sc(=N)c2c1N)NC(=O)CC3c1c(F)cccc1Cl (centres undefined),50%[activator],3%[38.3 µM],5%,?,-29%,-2%,-13%
CCCCCCCCCCCCC1CO1 (centres undefined),8%,7%,nt,nt,-7%,7%,nt
Cc1cc(OC(=O)Cc2cccc3ccccc23)c([N+](=O)[O-])c(=O)[nH]1,9%,-5%,9%,7%,12%[10 µM],2%,-5%

# Not all compounds are listed; count on the stated rates, not on these rows.
